# BRCT PPI green: inhibitors of human BRCA1 BRCT-phosphoprotein interaction (green fluorophore); BRCA1 BRCT-phosphopeptide binding, green fluorescence polarization; 75,000 tested, 0.05% active; Potency, µM (top dose mostly 76.9 µM), without a hit: at the highest dose activity change, negative = inhibition, usual class: inhibitors;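 also: potency is read from the fitted curve at half-maximal effect; plate controls were peptide without protein for full effect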
#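 Compounds were incubated for 12 min at room temperature with a complex of 100 nM fluorescein-tagged pBACH1 decapeptide and 250 nM His-tagged BRCT protein. Buffer was phosphate pH 7.3 with EDTA, DTT and Tween 20. Disruption of binding lowers the polarization signal.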
# Hsp90 Hop PPI: changes Hsp90-Hop TPR2A binding signal, up or down; AlphaScreen TPR2A-His6 binding biotin-Hsp90 C-terminal peptide; Potency, µM (top dose mostly 57 µM), inactives show top-dose activity change, negative = inhibition; 71,000 tested, 0.44% active; active = well fitted curve in either direction with a large enough effect; inconclusive = small, poorly fitted or top-dose-only effect, or another doubt; also: potency is read from the fitted curve at half-maximal effect; % is scaled to controls: 0 for no effect and ±100 for the full control effect; many of its hits are not listed in these tables
# Ub-GFP proteasome: inhibits proteasome, raising ubiquitin-GFP reporter fluorescence; Ubiquitin-GFP reporter cells, proteasome inhibition, GFP fluorescence; response scale: untreated = 0%, 10 µM MG-132 = 100%; Potency, µM (highest dose often 45.9 µM), inactives show at the top dose activation (GFP accumulation), actives largely listed as activators; 67,000 tested, under 10 active; active = well fitted activation curve with a large enough effect, not every such curve was filed as active; inconclusive = small, poorly fitted or top-dose-only effect, or another doubt; inactive = no such curve, though single readings can be large or run the other way; also: potency is read from the fitted curve at half-maximal effect
#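 U2OS cells expressing ubiquitin(G76V)-GFP, seeded overnight in 0.5% FBS medium, then treated 4 hr at 37 C across 46 uM to 2.9 nM. GFP-positive cells counted by laser cytometry (488 ex/515 em); %activity scaled between basal and 10 uM MG-132.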
# DNA Pol III inh: inhibitors of bacterial DNA polymerase III holoenzyme. Potency, µM (doses to about 57.1 µM), for inactives: top-dose activity change, negative = inhibition. 71,000 tested, 0.25% active. reconstituted DNA polymerase III holoenzyme replication, biochemical; also: potency is read from the fitted curve at half-maximal effect; % is scaled to controls: 0 for no effect and ±100 for the full control effect
#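 Reconstituted *E. coli* holoenzyme (0.35 nM Pol III, 1 nM beta, 154 nM SSB, 2 nM primase) was preincubated with compound for 15 min at RT. Synthesis on 1.4 nM ssM13Gori ran 35 min, then was stopped with PicoGreen/EDTA and read as dsDNA fluorescence.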
# HBB splicing: hemoglobin beta splicing modulation. HBB splicing reporter cell assay, activation; EGFP reporter with mutant IVS2-654 intron; response scale: normalised to 500 nM splice-correcting PNA. Potency, µM (top dose mostly 46.1 µM), for the others: top-dose activation, usual class: activators. 65,000 tested, 0.06% active. AID 925; also: potency is read from the fitted curve at half-maximal effect; 0% is about no effect
#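 Compounds were applied for 2 days to HeLa EGFP-654 cells, 500/well in Optimem with 2% FCS. The reporter's EGFP is disrupted by mis-splicing of beta-globin intron IVS2-654. Readout: summed well GFP fluorescence from 488 nm laser scanning; reference was 500 nM antisense […] 654 PNA.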
# CRE Fsk mod: alters forskolin-stimulated CRE reporter signaling in CHO cells; CHO CRE-bla reporter (cAMP response element driving beta-lactamase), forskolin EC10, beta-lactamase ratio; Potency, µM (highest dose often 38.2 µM), for inactives: at the highest dose activity change, negative = inhibition, most hits filed as activators; 71,000 tested, 2.5% active; active = well fitted activation curve with a large enough effect in the signal ratio, with a control signal flat, not every such curve was filed as active; inconclusive = small, poorly fitted or top-dose-only effect, or effect the other way, or a change in a side signal; the % refers to the signal ratio; also: potency is read from the fitted curve at half-maximal effect; % of control where 0% means no effect
#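 The 460nm/530nm emission ratio after CCF4 loading defined %Activity, from which AC50 values were obtained. CRE-bla CHO cells received compound dilution series together with an EC10 level of NKH 477 for 3 hours at 37 degrees Celsius.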
# ALOX15 inhib: blocks human 15-lipoxygenase activity; 74,000 tested, 1.4% active; purified 15hLO-1, xylenol orange hydroperoxide absorbance; P16050; Potency, µM (doses to about 57.1 µM), for the others: top-dose activity change, negative = inhibition, hits mostly inhibitors; AID 887; also: potency is read from the fitted curve at half-maximal effect; % is scaled to controls: 0 for no effect and ±100 for the full control effect; nearly all actives have a fitted effect of over 55% in size
#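 Compounds were preincubated 15 min at room temperature with 40 nM purified human enzyme (25 mM Hepes pH 7.5, 0.01% Triton X-100); 50 uM arachidonic acid reacted 6 min. Fe-xylenol orange detection, 30 min, absorbance ratio 573/405 nm.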
# HADH2 inh: inhibitors of human HADH2 dehydrogenase; Q99714; recombinant HADH2, NADH fluorescence, beta-hydroxybutyryl-CoA; Potency, µM (doses to about 57.1 µM), without a hit: top-dose activity change, negative = inhibition, most hits filed as inhibitors; 73,000 tested, 3.4% active; AID 886; also: potency is read from the fitted curve at half-maximal effect; % is scaled to controls: 0 for no effect and ±100 for the full control effect; nearly all actives have a fitted effect of over 60% in size; many of its hits are not listed in these tables
# Target sequence (Q99714 whole entry, looked up, one chain of several): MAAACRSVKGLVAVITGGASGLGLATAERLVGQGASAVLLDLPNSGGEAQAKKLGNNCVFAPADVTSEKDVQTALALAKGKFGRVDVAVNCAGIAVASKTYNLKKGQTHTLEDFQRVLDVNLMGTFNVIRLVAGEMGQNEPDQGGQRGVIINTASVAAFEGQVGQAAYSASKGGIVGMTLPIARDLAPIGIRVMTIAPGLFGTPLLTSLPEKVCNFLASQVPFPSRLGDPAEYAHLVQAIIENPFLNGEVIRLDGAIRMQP
#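 E. coli-expressed His-tagged HADH2 tested at 20 nM in alkaline Tris buffer (pH 9.0); oxidation of 90 uM beta-hydroxybutyryl-CoA with 1 mM NAD+ tracked fluorimetrically for 4 min.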
# BRCT inh red: BRCT-phosphoprotein interaction inhibition (red fluorophore). Potency, µM (titrated, usually from 76.9 µM), inactives show at the top dose activity change, negative = inhibition, hits mostly inhibitors. BRCT-phosphopeptide binding, red fluorescence polarization. 75,000 tested, 0.03% active. P38398; also: % is scaled to controls: 0 for no effect and ±100 for the full control effect
#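 Rhodamine-labelled pBACH1 10-mer (100 nM) bound to BRCT domain (100 nM) at pH 7.3; compounds incubated 12 min room temperature, polarization read. Free peptide defines full inhibition; unlabelled decapeptide titrated as control.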
# USP2a inh: USP2a (human) protease inhibition; Potency, µM (titrated, usually from 38.3 µM), for inactives: at the highest dose activity change, negative = inhibition, hits mostly inhibitors; 60,000 tested, 0.1% active; USP2a enzymatic assay, qHTS inhibition;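 also: potency is read from the fitted curve at half-maximal effect; nearly all actives have a fitted effect of over 60% in size; plate controls were DMSO for no effect and NEM full inhibition control for full effect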
# Target sequence (O75604 whole entry, looked up): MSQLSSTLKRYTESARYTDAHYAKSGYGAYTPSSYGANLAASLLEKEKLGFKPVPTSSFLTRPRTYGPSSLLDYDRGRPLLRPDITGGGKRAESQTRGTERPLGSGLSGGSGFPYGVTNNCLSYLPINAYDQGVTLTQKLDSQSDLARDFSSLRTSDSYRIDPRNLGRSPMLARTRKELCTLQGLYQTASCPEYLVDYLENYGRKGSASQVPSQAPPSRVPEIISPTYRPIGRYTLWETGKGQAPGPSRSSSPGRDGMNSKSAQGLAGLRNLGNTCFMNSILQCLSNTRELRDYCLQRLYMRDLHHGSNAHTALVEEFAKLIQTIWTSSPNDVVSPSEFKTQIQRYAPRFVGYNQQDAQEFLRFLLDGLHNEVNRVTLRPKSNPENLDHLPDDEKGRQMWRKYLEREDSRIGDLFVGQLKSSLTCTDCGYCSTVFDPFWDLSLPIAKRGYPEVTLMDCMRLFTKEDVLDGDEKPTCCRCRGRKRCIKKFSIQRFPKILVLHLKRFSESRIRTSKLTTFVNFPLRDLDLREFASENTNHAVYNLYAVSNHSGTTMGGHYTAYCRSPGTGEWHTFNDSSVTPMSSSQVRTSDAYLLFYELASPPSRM
#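 USP2 core (20nM final) preincubated 30 min RT with compound, then Ub-PLA2 20nM and NBD C6-HPC 20uM final added; buffer 20mM Tris-HCl pH 8.0, 2mM CaCl2. Fluorescence Ex 460/Em 535 read at 0 and 2.5 h; normalized to NEM.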
# Epigenetic mod: epigenetic modulators derepressing GFP locus in mouse cells. Potency, µM (titrated, usually from 46.1 µM), for the others: at the highest dose GFP derepression (activation). 68,000 tested, 0.09% active. mouse C127i GFP locus derepression, cytometry, 30 h; also: % of control where 0% means no effect
#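 Murine C127i mammary cells carrying a silenced, stably integrated CMV-driven GFP reporter were treated with compound for 30 hours at 37 C. After PBS washes, GFP-positive cells were counted by laser-scanning microplate cytometry.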
# Numbers without * were called inactive; ? = inconclusive; · = no result given; [ ] = another dose, or the depositor's remark. Unless noted, calls follow the shape of the dose curve; as a rule, active = well fitted curve in the direction sought with a large enough effect; inconclusive = small, poorly fitted or top-dose-only effect, or another doubt; inactive = no such curve, though single readings can be large; an effect the other way counts as inactive or inconclusive.
SMILES,BRCT PPI green,Hsp90 Hop PPI,Ub-GFP proteasome,DNA Pol III inh,HBB splicing,CRE Fsk mod,ALOX15 inhib,HADH2 inh,BRCT inh red,USP2a inh,Epigenetic mod
O=C(CSc1nnc(Nc2ccccc2)s1)NCc1ccco1,-0.9%,-2%,1%,-2%,0.3%,-11%,-6%,?,0.7%,-2%,2%
CCn1c(SCC(N)=O)nnc1-c1cc2c(C)nn(-c3ccccc3)c2s1,4.6%,-6%,1%,-7%,0.9%,?,-3%,-28%,-2.4%,18%,2%
CNc1cc(-c2ccccc2CN(C)C)ncn1,-3.4%,2%,4%,1%,0.9%,2%,15%,16%,-1.4%,0%,-4%[9.22 µM]
CCc1c(C)sc(NC(=O)c2cnn3cccnc23)c1C#N,-0.5%,-5%,2%,-7%,9.0%,11%,-20%,?,1.1%,-4%,8%
COc1cccc2sc(N(C)c3ccccc3)nc12,-2.3%,5%,-2%,1%,-7.0%[57.5 µM],21%,-17%,6%,-4.0%,-15%,-2%
COc1ccc(OC)c(NC2c3ccccc3C(=O)N2c2cccnc2)c1 (configuration not stated),-3.3%,-2%[2.3 µM],-9%,-4%,0.9%,9%,-9%,-3%,-0.3%,·,·
CCN(CC)CCCN1C(=O)C(O)=C(C(=O)c2cc3ccccc3o2)C1c1ccccn1 (configuration not stated),-2.6%,-1%,3%,-5%,4.0%[57.5 µM],?,-1%,-10%,0.5%,-12%,0%
COc1ccccc1CN1CC2(CCN(C(=O)c3cc(C(F)(F)F)cc(C(F)(F)F)c3)CC2)C1,-1.4%,-5%,-5%,-4%,3.2%,-2%,3%,-5%,-0.5%,44%[activator],2%[9.22 µM]
Cn1c(O)c(C=NC(CC(N)=O)C(=O)O)c(=O)n(C)c1=O (configuration not stated),-4.0%,-4%,-3%,-3%,-1.6%,5%,-11%,-6%,-0.4%,2%,4%
CCOc1ccc(-c2nnc(N)o2)cc1,-0.5%,-3%,0%,-3%,0.8%,?,-4%,16%,2.2%,-2%,1%
CCOC(=O)Cn1c(=N)n(CCOc2cccc(C)c2)c2ccccc21,0.2%,-4%,5%,2%,0.6%,-11%,7%,0%,-0.4%,6%,-3%
CCOC(=O)c1sc(C)c(C(=O)NCCCN2CCOCC2)c1N,1.2%,1%,·,-2%,2.6%[0.369 µM],-1%,5%,-27%,1.1%,0%,0%
O=C(c1cn(-c2ccccc2)nc1-c1ccncc1)N1CCCCC1,-6.7%,-6%,3%,-4%,-0.5%,-2%,-1%,?,0.9%,2%,3%
COc1ccc(C(=O)COC(=O)CN2CC(=O)Oc3ccccc32)cc1Br,4.3%,6.3µM*,5%,-6%,0.8%[1.84 µM],?,82%[activator],-22%,-3.5%,38%[activator],4%
CN(C(=O)c1ccccc1)c1nc2ccccc2s1,0.1%,18%,1%,2%,·,4%,-11%,-12%,-1.8%,-5%,-2%
Cn1nc(-c2ccc(N3CCOCC3)c(NC(=O)COc3ccccc3)c2)c2ccccc2c1=O,-0.5%,-1%,-8%,-4%,-1.3%,?,-1%,?,-0.3%,33%[activator],-2%
CN1CCN(CCCBr)CC1,0.2%[15.4 µM],1%[11 µM],2%[9.17 µM],-7%[11.4 µM],2.5%[9.22 µM],-11%[7.6 µM],2%[11.4 µM],4%[11.4 µM],0.2%[15.4 µM],·,2%[9.22 µM]
Cc1ccc(C(=O)Nc2c(C)n(C)n(-c3ccccc3)c2=O)cc1S(=O)(=O)N1CCOCC1,-1.4%,0%,0%,?,-0.4%[57.5 µM],-7%,8%,5%,-0.8%,-2%,6%
Cc1ccc2cc3c(NC(=O)C(C)C)nn(C)c3nc2c1,-0.7%,6%,-1%,-4%,-1.3%[0.369 µM],16µM*,4%,5%,0.4%,15%,2%
COc1cccc(C(=O)Nc2nnc(C(C)C)s2)c1,-2.4%,-1%,-3%,3%,·,7%,3%,-5%,0.2%,1%,-1%
O=C(CN1C(=O)CCC1=O)Nc1ccc(S(=O)(=O)N2CCOCC2)cc1,-0.4%,-2%,11%,-2%,-0.2%,?,-15%,8%,-1.4%,-7%,2%
COc1ccc(C(=O)Cn2c(Br)nc3c2c(=O)n(C)c(=O)n3C)cc1,-0.6%,-1%,0%,-5%,-0.8%,?,9%,-3%,2.1%,3%,0%
Cc1ccc(N2CCN(S(=O)(=O)c3ccc(F)c(C)c3)CC2)c(C)c1,0.8%,?,-1%,-1%,-1.1%,18%,-15%,-1%,0.8%,-8%,-3%
CCn1c2ccccc2c2nnc(SCc3ccc(C(=O)OC)o3)nc21,-0.2%,?,3%,0%,-0.9%,2µM*,-18%,-8%,0.4%,21%,0%
Nc1ccc(Cc2ccc(N)c(C(=O)O)c2)cc1C(=O)O,3.0%[15.4 µM],-2%[11 µM],-6%[9.17 µM],-10%[11.4 µM],4.4%[9.22 µM],14%[7.6 µM],12%[11.4 µM],-24%[11.4 µM],1.6%[15.4 µM],·,3%[9.22 µM]
CNC[C@H](O)c1ccc(OC(=O)C(C)(C)C)c(OC(=O)C(C)(C)C)c1,1.7%[34.4 µM],0%[26 µM],-6%[20.5 µM],0%[25.6 µM],-2.4%[20.6 µM],?,-6%[25.6 µM],-2%[25.6 µM],-1.3%[34.4 µM],7%[17.1 µM],-1%[20.6 µM]
Cc1oc(-c2ccc(Cl)cc2)nc1CN1CCC(C(=O)N2CCN(Cc3ccccc3)CC2)CC1,1.1%,-5%[2.3 µM],-11%,2%,-0.1%,-10%,-8%,-4%,0.2%,·,·
O=S(=O)(c1ccccc1)c1ccc(NCc2ccco2)cc1,4.7%,-8%[11 µM],19%[9.17 µM],-1%[11.4 µM],-1.1%[0.0738 µM],?,?,?,-3.0%,-1%[7.66 µM],-3%
CC(=O)NCCn1ccc2ccccc21,-4.1%,-2%,-5%,-5%,4.9%,-2%,16%,-2%,0.3%,1%,0%
N#CCCn1c(=O)c(-c2ccccc2)nc2cnc(Nc3ccccc3)nc21,-4.2%,0%,6%,-9%,17%,?,-7%,3%,2.8%,?,-2%[9.22 µM]
Cc1cc(C2C(=O)C(C(=O)c3ccc(Cl)cc3)C(=O)CC2(C)C)on1 (configuration not stated),-5.0%,1%,0%,-4%,·,-3%,63%[activator],-6%,-0.7%,25%,0%
CCOc1ccc(C2C(C#N)=C(N)Oc3n[nH]c(C)c32)cc1OC(=O)C1CC1 (configuration not stated),-3.0%,-4%,16%,-4%,5.4%,-15%,?,-12%,-3.3%,-11%,0%
Cc1oc(C(C)(C)C)cc1C(=O)Nc1ccc2c(c1)OCCO2,-2.3%,-3%,3%,1%,-0.4%[57.5 µM],-13%,-14%,-5%,-1.4%,6%,0%
Cn1c(N)c(C(=O)COC(=O)c2ccco2)c(=O)n(C)c1=O,-0.4%,0%,-4%,-7%,-5.7%,-5%,1%,-23%,1.3%,-10%,-2%
O=C(Nc1cccc(Cl)c1)N(CCCN1CCOCC1)Cc1ccccc1F,1.8%,1%,-1%,-9%,-2.0%[57.5 µM],-5%,-22%,?,-0.3%,24%,2%
COC(=O)C1=C(C)N(C)C(C)=C(C(=O)OC)C1c1ccccn1,0.9%,-3%,15%,-4%,-1.2%[9.22 µM],10%,-2%,5%,0.1%,-1%,2%
CN(C)C(=O)c1ccc(-c2nccc(NCc3cccs3)n2)cc1,-1.5%,-2%,-1%,-4%,0.6%,18%,-1%,2%,1.0%,27%,3%[9.22 µM]
CN=C(Nc1cc(C)nn1-c1ccccc1)c1ccc(F)cc1,-0.9%,-4%,-1%,-7%,1.2%,-12%,6%,6%,-1.9%,7%,4%
Cc1ccc(-c2cn3c(n2)CCCC3)cc1,-3.2%,-3%,-3%,-2%,3.8%[0.369 µM],-1%,11%,9%,1.0%,-7%,9%
CC(C)(CCc1nc2ccccc2[nH]1)C(=O)O,-1.9%[15.4 µM],-1%[11 µM],-3%[9.17 µM],-10%[11.4 µM],1.2%[9.22 µM],-1%[7.6 µM],6%[11.4 µM],4%[11.4 µM],-2.1%[15.4 µM],·,4%[9.22 µM]

# The list is partial (hit frequency here may not be typical).
